Bioassay records from PubChem.
TRPN1 ag = zebrafish TRPN1 channel agonists, primary screen, cell-based, HEK293, calcium fluorescence; HEK293 zebrafish TRPN1-YFP, Fluo-8 calcium fluorescence; 100% = response to 87 µM carbachol; activation, % at 3 µM; actives 0.18% (n = 220,000);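 active = activation above its plate's cutoff, the mean activation of test wells on that plate plus 3 SD, cut at about 19% in these data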;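 also: 0% = DMSO alone and 100% = 87 µM carbachol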
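Assay system: Zebrafish TRPN1-YFP in HEK293 cells | Incubation: Dye loading 1 h at 37 °C, then 30 min room temperature | Measured by: Kinetic Fluo-8 fluorescence, ex 470-495, em 515-575 nm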
Cl transport mod = KCC2 cotransporter modulators, thallium flux, primary screen, cell-based, HEK293 KCC2, FluoZin-2 fluorescence, MLSMR. Solute carrier family 12 member 5 (Homo sapiens), Q9H2X9. KCC2 cells, thallium flux FluoZin-2 fluorescence. B-score of Tl+ flux slope (higher = more flux/activation; lower = inhibition) at 10 µM. actives 2.2% (n = 190,000);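 active = thallium flux slope and its plate-corrected score both differing from the plate sample mean at a set confidence after two filtering rounds, in either direction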;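 also: slope of fluorescence scaled to starting intensity during 10 to 20 s after thallium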
Calpain2 inh = inhibitors of pig calpain II, primary screen, biochemical, fluorogenic peptide substrate, 1536-well; purified calpain II, 30 min; inhibition, % at 16 µM; actives 0.37% (n = 220,000);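 active = inhibition above about 50%, limit read from the data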
thrombin 1536 = human alpha-thrombin inhibitors, primary screen, counter-screen for coagulation protease inhibitor project, biochemical, 1536-well, fluorogenic AMC substrate. Prothrombin (Homo sapiens), P00734. Boc-VPR-AMC fluorogenic substrate cleavage. inhibition, % at 5 µM. actives 0.26% (n = 220,000). AID 1046, 2008;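 active = inhibition at or above 40%; inactive = inhibition below 40%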;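 also: 0% = enzyme with no compound and 100% = wells without enzyme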
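Material: Human alpha-thrombin protein | Buffer or medium: pH 7.5 Tris-saline with Tween 20 | Reagent: Boc-VPR-AMC substrate, 15 µM final | Schedule: Reaction at ambient temperature | Detection: AMC fluorescence at 355 nm excitation and 460 nm emission | Evaluation: Percent inhibition scaled between no-compound controls and no-enzyme blanks | Controls: no-compound enzyme wells and no-enzyme blanks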
EBV gp42 block = Epstein-Barr virus gp42 inhibitors, primary screen, biochemical, uHTS, fluorescence polarization | Fluorescence polarization binding assay, mP read-out | inhibition, % (tested at 21.74 µM) | actives 0.42% (n = 220,000); in the data active = inhibition above about 50%
Target sequence (Q1HVG2 whole entry, looked up): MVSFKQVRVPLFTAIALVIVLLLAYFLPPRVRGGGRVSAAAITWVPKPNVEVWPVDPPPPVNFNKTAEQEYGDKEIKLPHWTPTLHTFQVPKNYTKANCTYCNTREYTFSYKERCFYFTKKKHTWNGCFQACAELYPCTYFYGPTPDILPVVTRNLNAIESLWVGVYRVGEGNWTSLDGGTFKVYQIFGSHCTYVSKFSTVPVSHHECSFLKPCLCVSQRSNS
PPC-1+TRAIL kill = compounds killing PPC-1 cancer cells with TRAIL present, primary screen, TRAIL potentiator project, ATPLite luminescence, uHTS; PPC-1 cells + TRAIL, ATPLite viability luminescence; cell killing (% activity), % at 4 µM; actives 0.41% (n = 220,000); AID 1443, 2008;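 active = cell killing above 50% in the first pass at 4 µM, then a duplicate retest at 5 µM averaging 50% or more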;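 also: plate controls were cells with TRAIL plus DMSO for no effect and medium-only wells lacking cells for full effect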
Tb hexokinase = Trypanosoma brucei hexokinase 1 inhibitors, primary screen, biochemical, G6PDH-coupled NADH absorbance, MLSCN library; hexokinase 1 [Trypanosoma brucei]; recombinant TbHK1, G6PDH-coupled NADH A340; inhibition, % at 10 µM; actives 0.11% (n = 220,000); AID 1430, 2008;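 active = inhibition of 50% or more in the single-dose primary screen; inactive = inhibition below 50%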
Furin inh = human furin inhibitors, primary screen, biochemical, fluorescence intensity. P09958. purified furin, fluorogenic substrate cleavage. inhibition, % at 30 µM. actives 0.061% (n = 220,000); in the data active = inhibition above about 25%; also: inactives centre near -15
TRPML3 agonist = human TRPML3 channel agonists, primary screen, cell-based, HEK293 TRPML3-YFP, Fluo-8 calcium fluorescence, 3 µM. Mucolipin-3 (Homo sapiens), Q8TDD5. 100% = the carbachol control signal. activation, % at 3 µM. actives 0.29% (n = 220,000). AID 1448, 2008;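 active = activation above its plate's cutoff, the mean activation of the plate's test wells plus 3 SD, cut at about 12% in these data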;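 also: 0% = DMSO only wells and 100% = carbachol wells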
Target sequence (Q8TDD5 whole entry, looked up): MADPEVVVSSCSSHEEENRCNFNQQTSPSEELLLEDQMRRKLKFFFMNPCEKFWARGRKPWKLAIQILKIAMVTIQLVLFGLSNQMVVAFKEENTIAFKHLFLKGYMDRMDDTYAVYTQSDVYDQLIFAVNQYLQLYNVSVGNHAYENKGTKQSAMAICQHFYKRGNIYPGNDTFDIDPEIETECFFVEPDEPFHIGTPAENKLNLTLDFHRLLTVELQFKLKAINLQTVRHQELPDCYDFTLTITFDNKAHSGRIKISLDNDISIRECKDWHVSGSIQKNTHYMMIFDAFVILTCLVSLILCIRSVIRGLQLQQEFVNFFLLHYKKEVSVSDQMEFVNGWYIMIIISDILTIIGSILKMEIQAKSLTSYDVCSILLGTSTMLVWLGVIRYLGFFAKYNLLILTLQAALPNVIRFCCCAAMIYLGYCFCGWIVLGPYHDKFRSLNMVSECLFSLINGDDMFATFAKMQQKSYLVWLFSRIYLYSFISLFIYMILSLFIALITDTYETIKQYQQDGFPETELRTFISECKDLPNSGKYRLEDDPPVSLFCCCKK
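system = HEK293 cells stably carrying human TRPML3-YFP | doses = one concentration, 3 µM nominal, 0.3% DMSO | timing = dye loading 1 h 37 °C then 30 min ambient, 125 s read | detection = Fluo-8 calcium dye fluorescence, ex 470-495, em 515-575 nm | benchmarks = high control carbachol 87 µM, low control DMSO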
* hit, by the source's call; x = no result given; [ ] = dose if it differs, or a comment.

item	SMILES	TRPN1 ag	Cl transport mod	Calpain2 inh	thrombin 1536	EBV gp42 block	PPC-1+TRAIL kill	Tb hexokinase	Furin inh	TRPML3 agonist
1	COC(=O)NC1(C(=O)O)CCCC1	-0.2	0.41	-20	-4	-6	15	-9	-19	0.3
2	CC[C@H](C)C(C(=O)N1CCN(C(=O)OC(C)(C)C)CC1)n1cc(C(CO)NC(=O)OC(C)(C)C)nn1 (stereo partly drawn)	1.6	-0.12	-10	-3	-10	-3	-2	-33	0.5
3	CN1CCC(=NNC(=O)CSc2ccc(Cl)cc2)CC1	-0.5	1.3	-26	-9	-8	4	2	-13	0.2
4	CCCCNS(=O)(=O)c1ccc(OC)c(C)c1	-2.9	0.0071	28	-9	-9	7	5	-16[20 µM]	-1.5
5	COCCCNC(=S)NNC(=S)Nc1ccc(F)cc1F	0.8	x	-10	7	-15	4	0	-16[20 µM]	0.8
6	CC(C)CCNC(=O)C1C2C=CC3(CN(Cc4ccccc4Cl)C(=O)C13)O2 (stereo not drawn)	0.0	-0.22	-33	4	1	13	-3	-26	-0.9
7	COCC(=O)Nc1nc2n(n1)C(c1ccccc1Cl)CC(c1ccc(OC)cc1)N2 (stereo not drawn)	1.1	-0.82	-207	3	-12	-7	-3	-19	1.4
8	CC(C)(CN1CCN(Cc2ccccc2)CC1)NS(=O)(=O)c1ccc(Cl)cc1	2.5	-2.7	-143	-5	-2	-11	15	-15	4.7
9	CC(=O)OC1CC(n2ccc(NC(=O)c3ccccc3)nc2=O)OC1CO (stereo not drawn)	4.5	-0.016	20	1	-1	7	0	-27[20 µM]	0.9
10	COc1ccccc1N1CCN(C(c2ccc(Cl)cc2)c2nnnn2C(C)(C)C)CC1 (stereo not drawn)	0.1	0.35	0	-7	0	-7	-4	-7	1.0
11	C/C(=N\N=C(N)N)c1ccc(Cl)cc1Cl	1.8	0.36	-22	-18	-3	11	1	-14	1.2
12	Cc1cccc(-c2nc3cc([N+](=O)[O-])ccc3o2)c1	0.2	1.6	-5	-6	-7	6	1	-20	0.7
13	O=C(Cc1ccccc1)NNC(=O)c1cnccn1	1.0	-0.19	11	-4	-30	14	-7	-19	0.8
14	FC(F)(F)c1cccc(-c2nnc3ccc(C(F)(F)F)cn23)c1	1.8	x	-11	-3	-15	-10	3	-5	0.9
15	Nc1nc(-c2cccc(Br)c2)cs1	0.5	-0.33	0	-3	0	9	-3	-3[20 µM]	0.7
16	CC(O)C(=O)NCCOCCOCCNC(=O)C(C)O (stereo not drawn)	0.8	-1.6	-7	1	-4	23	5	-18	0.7
17	COc1ccc(-c2cc(-c3cccnc3)c(C#N)c(N)n2)cc1	1.4	0.75	-246	-1	-14	10	-12	-23	0.8
18	COc1ccccc1NC(=O)Cc1csc(NC(=S)Nc2ccccc2)n1	5.3	0.015	-30	-3	10	-6	1	-11[20 µM]	0.6
19	c1ccc(Cn2nnc3c(N4CCOCC4)ncnc32)cc1	1.2	0.22	-1	0	-19	7	1	-28	0.5
20	Cc1cnc(C(=O)Nc2ccc(-n3cnnn3)cc2)cn1	0.5	0.59	-32	-9	2	23	-12	-10[20 µM]	0.4
21	CCC(=NCc1ccccc1)c1c(C(F)(F)F)[nH]n(-c2nc3ccccc3s2)c1=O	1.9	-2.1	-59	7	2	21	-8	-17[20 µM]	0.6
22	Cc1csc(SCC(=O)c2c(N)n(C)c(=O)n(C)c2=O)n1	-0.6	0.78	23	-18	-7	13	-4	-5[20 µM]	0.5
23	Cc1cc(-c2csc(NC(=O)c3cc4ccccc4o3)n2)c(C)n1C	0.7	0.72	16	-7	-16	3	-14	-1[20 µM]	0.8
24	CN(C(=O)COC(=O)C1CCN(S(=O)(=O)c2cccs2)CC1)C1CCS(=O)(=O)C1 (stereo not drawn)	-0.1	0.41	-56	0	-8	-14	3	-6[20 µM]	0.9
25	Cc1ccc(-c2cnc(NCc3cc4c(cc3[N+](=O)[O-])OCO4)n2C)cc1C	0.3	-0.13	15	2	-5	6	-1	-21	0.5
26	CCOCc1c(C(=O)NC2CCCCCC2)oc2ccccc12	-1.8	-0.54	32	-8	-9	22	-5	-14	-1.7
27	COC(=O)c1cc(C(=O)OC)cc(N2C(=O)CC(NNC(=O)c3ccccc3Cl)C2=O)c1 (stereo not drawn)	0.2	-0.25	-4	-5	0	16	0	-34	0.7
28	COc1ccccc1N(C)S(=O)(=O)c1ccc(C(=O)NC(C)c2ccccc2)cc1 (stereo not drawn)	3.0	x	10	-4	10	10	10	-13	1.6
29	O=C(/C=C/c1ccco1)NC1=NCCS1	-2.2	-1	-15	-5	-1	20	-22	10	0.2
30	N#CC1=C(N)Oc2cc(O)ccc2C1c1cccnc1 (stereo not drawn)	-2.0	-0.3	-9	x	-1	9	2	-10	0.6
31	CCNC(=S)Nc1cccc([N+](=O)[O-])c1	1.2	-0.035	18	-5	-7	10	-5	-28	1.5
32	COc1ccccc1N1CCN(c2nc3c(C)cccn3c(=O)c2C=O)CC1	-0.5	-0.26	14	15	-7	14	-13	-6[20 µM]	-0.6
33	O=C(CN1C(=O)NC2NC(=O)NC21)N/N=C/c1ccccc1F (stereo not drawn)	0.8	0.83	-7	0	-26	4	-1	-35	0.7
34	COC(CN1C(=O)C(=O)/C(=C(/O)c2ccccc2)C1c1ccccn1)OC (stereo not drawn)	-0.1	-0.32	11	-1	-9	1	-31	-12	0.0
35	CC(=O)C1=C(C)NC2=C(C(=O)c3ccccc32)C1c1ccccc1 (stereo not drawn)	-1.6	0.089	9	6	-3	-16	-7	-30	-1.4
36	Cn1cc(P(=S)(N2CCOCC2)N2CCOCC2)cc1P(=S)(N1CCOCC1)N1CCOCC1	0.5	-0.67	5	-15	-31	-9	-3	-22	1.0

Given in transposed form: entries from further up
(29) O=C(/C=C/c1ccco1)NC1=NCCS1
(30) N#CC1=C(N)Oc2cc(O)ccc2C1c1cccnc1 (stereo not drawn)
(31) CCNC(=S)Nc1cccc([N+](=O)[O-])c1
(32) COc1ccccc1N1CCN(c2nc3c(C)cccn3c(=O)c2C=O)CC1
(33) O=C(CN1C(=O)NC2NC(=O)NC21)N/N=C/c1ccccc1F (stereo not drawn)
(34) COC(CN1C(=O)C(=O)/C(=C(/O)c2ccccc2)C1c1ccccn1)OC (stereo not drawn)
(35) CC(=O)C1=C(C)NC2=C(C(=O)c3ccccc32)C1c1ccccc1 (stereo not drawn)
(36) Cn1cc(P(=S)(N2CCOCC2)N2CCOCC2)cc1P(=S)(N1CCOCC1)N1CCOCC1
assay / entry | 29 | 30 | 31 | 32 | 33 | 34 | 35 | 36
TRPN1 ag | -2.2 | -2.0 | 1.2 | -0.5 | 0.8 | -0.1 | -1.6 | 0.5
Cl transport mod | -1 | -0.3 | -0.035 | -0.26 | 0.83 | -0.32 | 0.089 | -0.67
Calpain2 inh | -15 | -9 | 18 | 14 | -7 | 11 | 9 | 5
thrombin 1536 | -5 | x | -5 | 15 | 0 | -1 | 6 | -15
EBV gp42 block | -1 | -1 | -7 | -7 | -26 | -9 | -3 | -31
PPC-1+TRAIL kill | 20 | 9 | 10 | 14 | 4 | 1 | -16 | -9
Tb hexokinase | -22 | 2 | -5 | -13 | -1 | -31 | -7 | -3
Furin inh | 10 | -10 | -28 | -6[20 µM] | -35 | -12 | -30 | -22
TRPML3 agonist | 0.2 | 0.6 | 1.5 | -0.6 | 0.7 | 0.0 | -1.4 | 1.0

Next part
item	SMILES	TRPN1 ag	Cl transport mod	Calpain2 inh	thrombin 1536	EBV gp42 block	PPC-1+TRAIL kill	Tb hexokinase	Furin inh	TRPML3 agonist
37	CC1(C)CC2(CCO1)OC(=O)CC2C(=O)NCCc1ccccc1 (stereo not drawn)	-0.8	0.24	-20	-2	-4	-37	3	-12	0.5
38	O=[N+]([O-])c1ccc(-c2n(-c3ccccn3)c3ccccc3[n+]2-c2ccccn2)cc1	-0.8	-0.84	-6	-2	9	4	-18	-18	0.6
39	COc1ccccc1Oc1ccc(NC(=O)c2ccccc2C)cc1	-2.0	-1.3	0	-6	1	-6	-1	-20	0.5
40	O=c1cc(CO)oc(C(Nc2cccc(C(F)(F)F)c2)c2ccccn2)c1O (stereo not drawn)	2.4	-0.045	29	5	-1	-33	2	-8	1.0
41	O=c1c2c3c(sc2n(CCN2CCCC2)c(=O)n1Cc1ccco1)CCCCC3	-1.0	-0.11	-13	-2	-7	8	2	-36	0.7
42	Cc1ccc(CC(=O)NCc2ccc3c(c2)OCO3)cc1	-0.6	0.017	4	4	0	4	3	-22[20 µM]	0.0
43	CC(=O)c1cccc(NC(=O)CCC2CCCC2)c1	0.8	-1.2	-7	-2	3	18	2	-26[20 µM]	0.1
44	C=C(C)Cn1c(SCC#N)nc2ccccc2c1=O	-1.1	0.6	-6	-14	-10	4	-5	-13[20 µM]	0.4
45	Cc1ccc(C(=O)c2cnc3ccccc3c2-c2ccccc2)cc1	-1.9	-0.57	8	1	-19	18	0	-4[20 µM]	-1.1
46	CCn1cc(C(=O)OCC(=O)N(C)C2CCS(=O)(=O)C2)c(=O)c2ccc(C)nc21 (stereo not drawn)	2.4	1.4	-6	-4	-7	4	-19	-17	0.1
47	CCN(c1cccc(C)c1)S(=O)(=O)c1cccc2nsnc12	-0.6	3.9*	15	3	-11	26	-7	1	-2.0
48	CC(C)CC(=O)Nc1nnc(-c2ccco2)s1	-0.3	0.34	11	1	1	4	-16	-19[20 µM]	0.3
49	CN(Cc1cccnc1)Cc1cn[nH]c1-c1ccc(-c2ccccc2)cc1	4.1	-0.083	-16	-2	4	7	-5	-20	1.2
50	COc1cc(/C=C/C(=O)c2c(O)cc(C)oc2=O)cc(OC)c1O	1.4	0.43	12	2	-25	-4	-34	0[20 µM]	1.1
51	Cc1c(NC(=O)CSc2ccc3c(c2)OCCO3)c(=O)n(-c2ccccc2)n1C	0.0	x	-13	0	-15	9	-2	-17	0.5
52	CC1CCCN(C(=O)c2cc(F)c(F)cc2Cl)C1 (stereo not drawn)	-0.3	-0.0038	-11	2	-17	-4	-4	-22[20 µM]	0.8
53	CC(=N\O)/C(CN(C)C)=N/O	0.4	x	-18	-3	-16	26	2	-25[20 µM]	0.1
54	CCOc1ccc(C(=O)N2CCCC2)cc1OC	-0.4	0.55	-40	-6	-1	14	-4	-16[20 µM]	0.6
55	O=c1[nH]c(N2CCN(c3ccccc3)CC2)nc2c1CCC2	-0.3	x	-3	3	-19	-2	-3	-14[20 µM]	-0.3
56	O=C(/C=C/c1cccc(O)c1)c1ccc(N2CCOCC2)cc1	-0.6	1.1	-15	-1	-8	12	-45	1	0.3
